hgDAF-12 ag – hgDAF-12 agonism, primary luciferase screen; HEK293 GAL4-hgDAF12 UAS-luciferase reporter, agonist luminescence; normalized to butyrate control; activation, % at 6.8 µM; 370,000 tested, 1.8% active; AID 687014;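 active means activation above a cutoff set at the mean of all screened compounds plus 3 SD, cut at about 10% in these data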;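 further: 0% = DMSO wells and 100% = sodium butyrate wells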
sPLA2-III inh – Inhibits HGIII-sPLA2 liposome hydrolysis, primary screen; QFRET BODIPY PC-A2 liposome hydrolysis, fluorescence; inhibition, % at 12.2 µM; 370,000 tested, 0.56% active;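 active means inhibition above mean plus 3 SD of compounds lying within the high and low control bounds, cut at about 19% in these data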;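 further: 0% = median of test compound wells and 100% = no enzyme DMSO wells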
Target sequence (Q9NZ20 whole entry, looked up): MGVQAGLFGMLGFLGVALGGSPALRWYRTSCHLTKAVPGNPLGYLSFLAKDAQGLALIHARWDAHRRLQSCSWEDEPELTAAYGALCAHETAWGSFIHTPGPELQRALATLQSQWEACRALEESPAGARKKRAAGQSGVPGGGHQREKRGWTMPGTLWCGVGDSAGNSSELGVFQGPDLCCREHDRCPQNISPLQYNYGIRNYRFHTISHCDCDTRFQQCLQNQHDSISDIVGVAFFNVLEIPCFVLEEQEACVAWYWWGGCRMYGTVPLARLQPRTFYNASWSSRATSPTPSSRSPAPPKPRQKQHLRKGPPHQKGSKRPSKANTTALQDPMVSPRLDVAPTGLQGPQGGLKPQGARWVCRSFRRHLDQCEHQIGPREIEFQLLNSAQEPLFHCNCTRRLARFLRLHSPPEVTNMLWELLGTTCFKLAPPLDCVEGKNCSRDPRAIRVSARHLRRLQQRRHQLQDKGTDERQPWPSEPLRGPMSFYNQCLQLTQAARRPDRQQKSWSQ
ssDAF12 agonist – S. stercoralis DAF-12 activation, primary screen; activation, % at 6.8 µM; HEK293 ssDAF-12/GRIP1 lit1-tk-luc reporter, luminescence; % of 3 µM dafachronic acid response; 370,000 tested, 1% active;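 active means activation above the mean over all tested compounds plus 3 SD, cut at about 0.9% in these data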;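 further: 0% = DMSO-only wells and 100% = 3 µM delta7-dafachronic acid wells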
FXN GAA850 act – frataxin GAA850 promoter activation; HEK293 lucGAA850 FXN promoter luciferase reporter, 24 h; percent of 10 µM SAHA response; activation, % at 6 µM; 360,000 tested, 0.56% active; AID 540364;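 active means activation above the average of all compounds screened plus 3 SD, cutoff fixed separately per campaign, cut at about 7.5% in these data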;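 further: 0% = DMSO wells and 100% = 10 µM SAHA wells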
DAX1 inh-1 – inhibitors of DAX1 repression of SF-1 activated StAR promoter; inhibition, % at 6.8 µM; AID 652010; 370,000 tested, 1.1% active; HEK293T StAR-luciferase reporter, SF-1/DAX-1 repression relief;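 active means inhibition above the mean over all tested compounds plus 3 SD, cut at about 3.6% in these data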;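 further: 0% = DAX-1 cells with DMSO and 100% = cells lacking DAX-1 with DMSO; higher inhibition means more luminescence from relief of DAX-1 repression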
hcDAF-12 act – H. contortus DAF-12 activation, primary screen; AID 652067; activation, % at 6.8 µM; HEK293 hcDAF-12 lit1-tk-luc reporter, luminescence; 0% DMSO, 100% Δ7-dafachronic acid; 370,000 tested, 1.4% active;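 active means activation above the mean of all tested compounds plus 3 SD, cut at about 5.5% in these data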;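 further: 100% = response to 3 µM Δ7-dafachronic acid high control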
GC-A act – GC-A (human) enzyme activation; activation, % at 10 µM; AID 1671463; P16066; 370,000 tested, 0.14% active; HEK293 GC-A cells, cGMP TR-FRET, EC30 ANP; 0% at EC30 ANP, 100% saturating ANP; in the data active means activation above about 40%
DAX1 inh-2 – inhibits human nuclear receptor DAX1. P51843. HEK293 Gal4-DAX1 luciferase reporter, luminescence. inhibition, % at 6.75 µM. 340,000 tested, 0.99% active. AID 504766;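 active means inhibition above the mean over all tested compounds plus 3 SD, cut at about 4.2% in these data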;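 further: 0% = DAX1-transfected cells with DMSO and 100% = empty-vector control cells with DMSO; inhibition shows as a rise in luminescence from relieved DAX1 repression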
Target sequence (P51843 207-470 limits assumed): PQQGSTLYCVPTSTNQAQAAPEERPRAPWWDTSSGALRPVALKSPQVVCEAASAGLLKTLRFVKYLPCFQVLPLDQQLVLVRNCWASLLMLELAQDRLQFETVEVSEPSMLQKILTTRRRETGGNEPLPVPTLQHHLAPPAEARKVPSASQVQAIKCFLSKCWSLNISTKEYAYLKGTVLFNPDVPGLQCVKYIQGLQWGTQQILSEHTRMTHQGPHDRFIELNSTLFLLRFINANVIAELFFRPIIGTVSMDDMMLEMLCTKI
GC-B act – GC-B (human) receptor activation. P20594. HEK293-GC-B cells, CNP EC30, cGMP TR-FRET; 0% at EC30 CNP, 100% saturating CNP. activation, % at 10 µM. 370,000 tested, 0.11% active;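 active means activation at 10 µM reaching about 35% in either raw or pattern-adjusted values, limit read from the data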
SMARCA2 act – activators of SMARCA2 function | MG213 cells, MMTV-luciferase reporter, dexamethasone, overnight | 370,000 tested, 1% active | activation, % at 9.1 µM; in the data active means activation above about 7.8%;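 further: 0% = vehicle wells and 100% = reference activator wells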
proKLK7 act – activates the human kallikrein-7 zymogen; purified proKLK7, EDANS-DABCYL substrate fluorescence; 100% is mature enzyme control, 0% vehicle; 370,000 tested, 0.9% active; activation, % at 7 µM; P49862;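 active means activation above the mean of all tested compounds plus 3 SD, computed per campaign excluding outliers beyond control limits, cut at about 13% in these data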
Target sequence (P49862 whole entry, looked up): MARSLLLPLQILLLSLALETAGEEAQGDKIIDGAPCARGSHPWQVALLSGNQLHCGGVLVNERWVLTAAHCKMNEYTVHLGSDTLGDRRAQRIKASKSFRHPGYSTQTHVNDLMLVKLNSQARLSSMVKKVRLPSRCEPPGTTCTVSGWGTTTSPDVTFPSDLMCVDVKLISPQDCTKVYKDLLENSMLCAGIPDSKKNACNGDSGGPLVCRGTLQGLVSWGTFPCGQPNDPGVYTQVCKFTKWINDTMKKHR
* hit, by the source's call. Hits appear at their usual frequency; any-hit rate near 6.7%.

Results for CCOC(=O)C1=C(C)Nc2nc(C)nn2C1c1ccc(OCC)c(OC)c1 (stereo not given) ?
hgDAF-12 ag: -2.7; sPLA2-III inh: -1; ssDAF12 agonist: -0.9; FXN GAA850 act: -0.7; DAX1 inh-1: -0.3; hcDAF-12 act: -0.5; GC-A act: -3; DAX1 inh-2: -1.7; GC-B act: -2; SMARCA2 act: 3; proKLK7 act: -0.9

How did CN(Cc1ccccc1)C(=O)OCc1cn(Cc2c(F)cccc2F)nn1 do in these assays?
hgDAF-12 ag: -0.9; sPLA2-III inh: 4; ssDAF12 agonist: -0.9; DAX1 inh-1: 0.3; hcDAF-12 act: -3.2; GC-A act: 2; GC-B act: 5; SMARCA2 act: -2; proKLK7 act: -0.2

What do the screens show for `CC(C(=O)O)n1cnc2sc3c(c2c1=O)CCCC3` (stereo not given)?
hgDAF-12 ag: -1.0; sPLA2-III inh: 5; ssDAF12 agonist: -1.0; FXN GAA850 act: 2.8; DAX1 inh-1: 0.5; hcDAF-12 act: 1.9; GC-A act: 7; DAX1 inh-2: 0.4; GC-B act: 2; SMARCA2 act: 3; proKLK7 act: 0.3

What do the screens show for `COc1ccc(Cl)cc1S(=O)(=O)N1CCC(C(=O)NCC2CCCO2)CC1` (stereo not given)?
hgDAF-12 ag: -1.0; sPLA2-III inh: 2; ssDAF12 agonist: -0.5; FXN GAA850 act: 0.2; DAX1 inh-1: 1.3; hcDAF-12 act: 0.2; GC-A act: 2; DAX1 inh-2: -0.4; GC-B act: 6; SMARCA2 act: 1; proKLK7 act: -0.2

What do the screens show for `CCCOc1ccc(/C=N/Nc2ccccn2)cc1OC`?
hgDAF-12 ag: 7.8; sPLA2-III inh: -15; ssDAF12 agonist: -0.8; FXN GAA850 act: 7.3; DAX1 inh-1: 2.1; hcDAF-12 act: -0.2; GC-A act: 2; DAX1 inh-2: 1.0; GC-B act: 4; SMARCA2 act: 0; proKLK7 act: 0.5

Results for COc1ccc(S(=O)(=O)N(CC(=O)N/N=C/c2cccs2)c2ccc(C)cc2)cc1OC ?
hgDAF-12 ag: -1.6; sPLA2-III inh: -7; ssDAF12 agonist: -1.1; FXN GAA850 act: -1.0; DAX1 inh-1: -0.8; hcDAF-12 act: -1.5; GC-A act: -3; DAX1 inh-2: 0.8; GC-B act: 7; SMARCA2 act: 1; proKLK7 act: 0.7

How did CS(=O)(=O)Cc1cccc(C(=O)NN(c2ccccc2)c2ccccc2)c1 do in these assays?
hgDAF-12 ag: -1.6; sPLA2-III inh: 5; ssDAF12 agonist: -1.0; FXN GAA850 act: 0.9; DAX1 inh-1: -0.3; hcDAF-12 act: 0.7; GC-A act: 2; DAX1 inh-2: -1.1; GC-B act: 2; SMARCA2 act: 1; proKLK7 act: 0.0

How did O=C(COc1ncnc2ccc(Br)cc12)NCc1ccco1 do in these assays?
hgDAF-12 ag: -0.1; sPLA2-III inh: 8; ssDAF12 agonist: -0.6; FXN GAA850 act: 1.2; DAX1 inh-1: 0.8; hcDAF-12 act: 0.7; GC-A act: 3; DAX1 inh-2: -0.7; GC-B act: 3; SMARCA2 act: -3; proKLK7 act: 0.0

What do the screens show for `CCOC(=O)C1=C(COC(=O)Cc2ccccc2[N+](=O)[O-])NC(=O)NC1C` (stereo not given)?
hgDAF-12 ag: -1.1; sPLA2-III inh: -10; ssDAF12 agonist: -0.9; FXN GAA850 act: 3.2; DAX1 inh-1: -0.3; hcDAF-12 act: 0.2; GC-A act: 0; DAX1 inh-2: 0.5; GC-B act: 5; SMARCA2 act: -1; proKLK7 act: 0.1

Results for COC(=O)[C@@]1(Cc2ccc(F)cc2)[C@H]2c3cc(C(=O)N4CCCC4)n(CCSCCO)c3C[C@H]2CN1C(=O)c1ccccc1 ?
hgDAF-12 ag: -0.1; sPLA2-III inh: -28; ssDAF12 agonist: -1.0; DAX1 inh-1: 1.1; hcDAF-12 act: -1.9; GC-A act: -8; GC-B act: 2; SMARCA2 act: -3; proKLK7 act: 1.0

What do the screens show for `Cc1c(O)ccc(-c2[nH]ncc2-c2nc3ccccc3s2)c1O`?
hgDAF-12 ag: -1.2; sPLA2-III inh: -68; ssDAF12 agonist: -1.6; FXN GAA850 act: 0.8; DAX1 inh-1: -0.6; hcDAF-12 act: -2.2; GC-A act: 0; DAX1 inh-2: -2.1; GC-B act: -3; SMARCA2 act: -1; proKLK7 act: 1.9

How did O=C1NCCOC(=O)[C@@H](Cc2ccc(F)cc2)C/C=C\C[C@@H]1CC(=O)N(CCO)Cc1ccccc1 do in these assays?
hgDAF-12 ag: -1.5; sPLA2-III inh: -6; ssDAF12 agonist: -1.0; FXN GAA850 act: 1.8; DAX1 inh-1: -0.7; hcDAF-12 act: -1.3; GC-A act: 3; DAX1 inh-2: -1.6; GC-B act: 7; SMARCA2 act: 0; proKLK7 act: 1.1

Results for CC(=O)CCc1ccccc1 ?
hgDAF-12 ag: -1.9; sPLA2-III inh: 0; ssDAF12 agonist: -1.3; FXN GAA850 act: -0.1; DAX1 inh-1: -0.3; hcDAF-12 act: 0.0; GC-A act: -2; DAX1 inh-2: 1.9; GC-B act: 3; SMARCA2 act: 1; proKLK7 act: 0.1

How did CNC(=O)NC(=O)C(C)N1CCN(C/C=C/c2ccccc2)CC1 (stereo not given) do in these assays?
hgDAF-12 ag: 0.6; sPLA2-III inh: -1; ssDAF12 agonist: -1.7; FXN GAA850 act: -1.0; DAX1 inh-1: 0.0; hcDAF-12 act: -1.5; GC-A act: -2; DAX1 inh-2: 0.0; GC-B act: 7; SMARCA2 act: -2; proKLK7 act: -1.1

Results for Cc1sc2ncnc(N3CCC(C(=O)N(C)CC(=O)Nc4ccc(Cl)c(C(F)(F)F)c4)CC3)c2c1C ?
hgDAF-12 ag: -3.0; sPLA2-III inh: -29; ssDAF12 agonist: -1.9; FXN GAA850 act: -2.5; DAX1 inh-1: -3.7; hcDAF-12 act: -3.3; GC-A act: -4; DAX1 inh-2: -2.7; GC-B act: -3; SMARCA2 act: -3; proKLK7 act: 0.1

What do the screens show for `CCOc1ccc(NC(=O)CSc2nncn2C)cc1`?
hgDAF-12 ag: 1.9; sPLA2-III inh: 8; ssDAF12 agonist: -0.7; FXN GAA850 act: -0.7; DAX1 inh-1: -0.4; hcDAF-12 act: -0.2; GC-A act: -2; DAX1 inh-2: 0.8; GC-B act: 2; SMARCA2 act: -2; proKLK7 act: 0.2

What do the screens show for `Cc1cc(S(=O)(=O)N2CCN=C2c2ccccc2)c(C)cc1Cl`?
hgDAF-12 ag: 0.7; sPLA2-III inh: -7; ssDAF12 agonist: -1.1; FXN GAA850 act: -0.6; DAX1 inh-1: -0.2; hcDAF-12 act: -3.7; GC-A act: -6; DAX1 inh-2: -1.4; GC-B act: -3; SMARCA2 act: -2; proKLK7 act: 0.1

How did C[C@H](NC(=O)c1nc[nH]c1C(=O)N[C@@H](Cc1ccccc1)C(=O)OCc1ccccc1)c1ccccc1 do in these assays?
hgDAF-12 ag: 0.0; sPLA2-III inh: -4; ssDAF12 agonist: -0.8; FXN GAA850 act: -0.1; DAX1 inh-1: -0.7; hcDAF-12 act: 0.0; GC-A act: 1; DAX1 inh-2: -0.6; GC-B act: 2; SMARCA2 act: -1; proKLK7 act: 0.2

What do the screens show for `O=C1OC(Nc2nc(-c3ccc(F)cc3)cs2)c2ccccc21` (stereo not given)?
hgDAF-12 ag: -5.4; sPLA2-III inh: 17; ssDAF12 agonist: -0.7; FXN GAA850 act: 2.0; DAX1 inh-1: 0.2; hcDAF-12 act: -0.1; GC-A act: 13; DAX1 inh-2: -0.2; GC-B act: 7; SMARCA2 act: -4; proKLK7 act: -0.8

What do the screens show for `O=C(N1CCN(c2cccc(Cl)c2)CC1)C1(c2cccs2)CCOCC1`?
hgDAF-12 ag: 0.5; sPLA2-III inh: -3; ssDAF12 agonist: -1.0; FXN GAA850 act: 0.9; DAX1 inh-1: -0.2; hcDAF-12 act: -1.8; GC-A act: -11; DAX1 inh-2: 0.9; GC-B act: -2; SMARCA2 act: -1; proKLK7 act: 0.5

Quoted at random: 2 records from the list.
What do the screens show for `CCCOc1ccc(/C=N/Nc2ccccn2)cc1OC`?
hgDAF-12 ag: 7.8; sPLA2-III inh: -15; ssDAF12 agonist: -0.8; FXN GAA850 act: 7.3; DAX1 inh-1: 2.1; hcDAF-12 act: -0.2; GC-A act: 2; DAX1 inh-2: 1.0; GC-B act: 4; SMARCA2 act: 0; proKLK7 act: 0.5

How did CN(Cc1ccccc1)C(=O)OCc1cn(Cc2c(F)cccc2F)nn1 do in these assays?
hgDAF-12 ag: -0.9; sPLA2-III inh: 4; ssDAF12 agonist: -0.9; DAX1 inh-1: 0.3; hcDAF-12 act: -3.2; GC-A act: 2; GC-B act: 5; SMARCA2 act: -2; proKLK7 act: -0.2

Further structures follow:
What do the screens show for `O=C(NCc1ccccc1Cl)c1ccc2nnsc2c1`?
hgDAF-12 ag: 2.4; sPLA2-III inh: -5; ssDAF12 agonist: -1.8; FXN GAA850 act: 0.6; DAX1 inh-1: -0.2; hcDAF-12 act: -1.9; GC-A act: -1; DAX1 inh-2: 3.4; GC-B act: 1; SMARCA2 act: -2; proKLK7 act: -0.2

How did Clc1ccc(-c2nnc(-c3cccc4ccccc34)o2)cc1 do in these assays?
hgDAF-12 ag: 1.9; sPLA2-III inh: 1; ssDAF12 agonist: 0.9; FXN GAA850 act: 5.2; DAX1 inh-1: 2.7; hcDAF-12 act: 3.5; GC-A act: 0; DAX1 inh-2: -0.1; GC-B act: 0; SMARCA2 act: 4; proKLK7 act: -0.8

How did CC1CCCCC1NCC(=O)Nc1ccccc1-c1ccccc1 (stereo not given) do in these assays?
hgDAF-12 ag: -0.1; sPLA2-III inh: 4; ssDAF12 agonist: -1.2; FXN GAA850 act: -0.5; DAX1 inh-1: -0.5; hcDAF-12 act: -2.3; GC-A act: -6; DAX1 inh-2: -0.3; GC-B act: 3; SMARCA2 act: 3; proKLK7 act: 0.5

How did NNC(=O)CCc1nc2ccc(O)cc2[nH]1 do in these assays?
hgDAF-12 ag: 2.7; sPLA2-III inh: -1; ssDAF12 agonist: 0.3; FXN GAA850 act: 1.6; DAX1 inh-1: -0.4; hcDAF-12 act: 0.0; GC-A act: 0; DAX1 inh-2: -0.4; GC-B act: 1; SMARCA2 act: 1; proKLK7 act: 0.0

How did COc1ccc2oc(=O)c(C(C)=O)cc2c1 do in these assays?
hgDAF-12 ag: -0.9; sPLA2-III inh: 4; ssDAF12 agonist: -1.8; FXN GAA850 act: -1.8; DAX1 inh-1: -0.2; hcDAF-12 act: -1.8; GC-A act: 4; DAX1 inh-2: -0.5; GC-B act: 3; SMARCA2 act: 1; proKLK7 act: -31

What do the screens show for `CC1(C)Cc2c(C#N)c(SCc3nc4ccccc4[nH]3)nc(N3CCOCC3)c2CO1`?
hgDAF-12 ag: -0.4; sPLA2-III inh: -4; ssDAF12 agonist: -1.2; FXN GAA850 act: -0.1; DAX1 inh-1: -0.4; hcDAF-12 act: -0.9; GC-A act: 1; DAX1 inh-2: 0.7; GC-B act: 0; SMARCA2 act: -2; proKLK7 act: -36
